# GLD-1 TGE inh = GLD-1-TGE RNA interaction inhibition (C. elegans); Q17339; 320,000 compounds, 0.44% hits; purified GLD-1 + fluorescein TGE RNA, fluorescence polarization; inhibition, % at 5.96 µM; AID 2280;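 active means percent inhibition above a per-plate cutoff, the plate mean of test compounds plus 3 SD, cut at about 30% in these data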;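 further: 0% = DMSO wells with GLD-1 and probe and 100% = wells lacking GLD-1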
# VLA-4 inh = inhibition in a human VLA-4 binding assay | AID 2557 | VLA-4 expressing cells, ligand binding flow cytometry | 330,000 compounds, 0.2% hits | inhibition, % (about 7 µM as worked out from the volumes in the protocol) | P13612; in the data active means inhibition above about 50%
# Fam108B inh = Fam108B inhibition, counter-screen for RBBP9 inhibitors. 300,000 compounds, 0.33% hits. AID 1947. inhibition, % at 9.51 µM. recombinant Fam108B, FP-Rh probe fluorescence polarization;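 active means inhibition above the screen mean inhibition plus 3 SD, computed separately per campaign, cut at about 18% in these data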;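 further: inhibitors lower polarization as less probe binds the enzyme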
# CIT2-GFP yeast = modulators of TOR pathway CIT2-GFP in S. cerevisiae. S. cerevisiae CIT2-GFP strain, flow cytometry, 3 h; 100 means same as DMSO wells. GFP response vs DMSO, % at 10 µM. 320,000 compounds, 0.065% hits. AID 2029;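 active means GFP response relative to DMSO above a set limit, near the screen mean plus 3 SD, cut at about 150% in these data; inconclusive means Fewer than 70 cells measured for a yeast strain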;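 further: ratio of well median GFP fluorescence to mean of DMSO wells on the plate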
# AGP1 TOR yeast = alters AGP1-GFP fluorescence in TOR pathway yeast screen. S. cerevisiae AGP1-GFP multiplex flow cytometry, 3 h; GFP as percent of DMSO wells. GFP response vs DMSO, % at 10 µM. 320,000 compounds, 0.02% hits;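 active means GFP response relative to DMSO above a set limit, near screen average plus 3 SD, cut at about 150% in these data; inconclusive means fewer than 70 cells counted for the yeast strain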;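 further: median GFP channel fluorescence of the gated AGP1 strain per well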
# Bcl-xL primary = Bcl-xL (human) inhibition. Q07817. GST-Bcl-xL / FITC-Bim BH3 peptide fluorescence polarization. inhibition, % at 10.9 µM. 320,000 compounds, 0.7% hits;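 active means inhibition above the mean of all tested compounds plus 3 SD, cutoff set per campaign, cut at about 30% in these data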;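 further: 0% = DMSO wells and 100% = unlabeled Bim-BH3 peptide competitor; inhibitors lower millipolarization by displacing the labeled peptide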
# Target sequence (Q07817 whole entry, looked up): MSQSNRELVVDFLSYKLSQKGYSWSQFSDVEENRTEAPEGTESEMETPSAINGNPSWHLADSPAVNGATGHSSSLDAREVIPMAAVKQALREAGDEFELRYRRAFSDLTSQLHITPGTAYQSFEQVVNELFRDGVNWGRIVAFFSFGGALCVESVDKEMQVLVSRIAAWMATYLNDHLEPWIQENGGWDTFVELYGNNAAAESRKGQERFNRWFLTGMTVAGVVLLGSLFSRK
# GRK2 inh = inhibitors of human GRK2 displacing RNA aptamer; P25098; bead flow cytometry, FAM-aptamer displacement from GRK2; inhibition of aptamer binding, % at 10 µM; 330,000 compounds, 0.59% hits; AID 488847;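 active means inhibition of aptamer binding above 40%, roughly 3 SD of noise, on plates passing a quality check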;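 further: median bead fluorescence of bound FAM aptamer so fluorescent compounds give negative values; no value below 0 was filed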
# MCL1 BIM primary = disrupts human MCL1 binding to BIM-BH3 peptide | 320,000 compounds, 0.68% hits | inhibition, % at 10.9 µM | Q07820 | GST-MCL1 / FITC-Bim-BH3 fluorescence polarization | AID 2057;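 active means inhibition above the mean inhibition of all tested compounds plus 3 SD, set per campaign, cut at about 40% in these data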;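 further: 0% = DMSO wells and 100% = unlabeled Bim-BH3 peptide control; higher means more loss of mP so more displacement of Bim peptide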
# Target sequence (Q07820 whole entry, looked up): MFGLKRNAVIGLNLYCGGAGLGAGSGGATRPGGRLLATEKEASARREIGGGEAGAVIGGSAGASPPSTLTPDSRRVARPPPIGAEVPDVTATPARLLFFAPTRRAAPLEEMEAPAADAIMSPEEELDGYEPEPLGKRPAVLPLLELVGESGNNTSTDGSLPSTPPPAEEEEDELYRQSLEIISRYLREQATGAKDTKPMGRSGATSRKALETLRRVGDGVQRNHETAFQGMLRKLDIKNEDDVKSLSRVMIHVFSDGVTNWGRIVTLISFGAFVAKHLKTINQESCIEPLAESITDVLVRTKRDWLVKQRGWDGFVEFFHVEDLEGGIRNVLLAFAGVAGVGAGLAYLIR
# MEX-5 binding = C. elegans MEX-5 TCR-2 RNA binding activity; Q9XUB2; activity score (negative = inhibition of binding), % at 10 µM; MEX-5/FITC-TCR2 RNA binding, fluorescence polarization; hits give low values; AID 1832; 300,000 compounds, 0.38% hits;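 active means inhibition past about -25% in most replicates, and total fluorescence under double the plate's negative control median, limit read from the data; inconclusive means replicates evenly split on the limit, or fluorescence at least double controls; inactive means too little inhibition in most replicates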;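 further: 0% = DMSO and -100% = 5 µM competing unlabeled TCR2 RNA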
# Target sequence (Q9XUB2 whole entry, looked up): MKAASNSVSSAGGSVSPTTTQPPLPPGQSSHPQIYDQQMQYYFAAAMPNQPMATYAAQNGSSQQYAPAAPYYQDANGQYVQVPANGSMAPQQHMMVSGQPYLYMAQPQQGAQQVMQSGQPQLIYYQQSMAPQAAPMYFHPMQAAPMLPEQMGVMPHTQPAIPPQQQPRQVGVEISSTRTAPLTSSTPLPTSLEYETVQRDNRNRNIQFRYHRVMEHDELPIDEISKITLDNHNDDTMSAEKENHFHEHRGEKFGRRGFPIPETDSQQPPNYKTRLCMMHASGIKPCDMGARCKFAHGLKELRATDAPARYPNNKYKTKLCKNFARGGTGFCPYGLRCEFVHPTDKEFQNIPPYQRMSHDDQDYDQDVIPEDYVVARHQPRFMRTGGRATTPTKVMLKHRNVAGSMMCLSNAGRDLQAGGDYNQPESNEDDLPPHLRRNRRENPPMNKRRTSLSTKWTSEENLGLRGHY
# * marks the source's active call; other numbers are inactive results; ? = inconclusive; . = not tested or not shown; [ ] = another dose, or the depositor's remark.
SMILES,GLD-1 TGE inh,VLA-4 inh,Fam108B inh,CIT2-GFP yeast,AGP1 TOR yeast,Bcl-xL primary,GRK2 inh,MCL1 BIM primary,MEX-5 binding
CC(C)(Oc1ccc(Cl)cc1)C(=O)N1CCN(C(=O)c2ccco2)CC1,-5.7,-4.0,1.3,90.4,84.1,-6.5,4.0,2.1,0.1
O=S(=O)(c1ccc(F)cc1)N1CCC(c2nc3ccccc3[nH]2)CC1,-6.8,-3.2,-4.7,94.6,90.1,4.8,0.0,7.6,-0.1
CCNC(=O)COc1ccc2ccccc2c1,-6.0,11.7,8.4,97.8,97.7,-3.9,4.0,2.7,.
CCOC(=O)c1cccc(NC(=O)C2CCC(CNc3c(N4CCOCC4)c(=O)c3=O)CC2)c1 (centres undefined),2.9,-5.8,1.9,94.1,95.8,-1.1,0.0,-1.1,-1.1
Cc1cc(NC(=O)COc2ccc([N+](=O)[O-])cc2)no1,7.2,0.0,.,92.7,103.0,2.3,0.0,4.4,.
O=S(=O)(c1ccc(Cl)c(C(F)(F)F)c1)N1CCN(CC(O)COCC2CCCO2)CC1 (centres undefined),-5.8,23.8,-4.6,97.0,97.3,-4.6,2.0,-8.3,1.0
COc1ccc(CNC(=O)C2CCC(CNS(=O)(=O)c3ccc(C)cc3)CC2)cc1 (centres undefined),5.2,3.9,1.9,96.8,94.8,1.5,1.0,8.2,0.4
Cc1ccc(-c2nnc(CSc3nc(C)nc4sc(C)c(C)c34)o2)cc1,-0.2,16.4,-4.2,100.0,97.2,2.5,0.0,0.8,1.5
c1ccc2c(c1)Nc1nccnc1S2,11.4,-36.5,3.4,82.1,99.0,16.1,1.0,16.1,.
COc1cccc(-c2nc(=S)c3c(n2Cc2ccco2)CCCC3)c1,1.9,-6.8,-2.5,97.1,102.7,6.0,0.0,7.1,1.5
CC(C(=O)NCC1(c2ccccc2)CCCC1)N1CCOCC1 (centres undefined),0.6,6.3,0.3,95.3,92.8,2.8,0.0,0.6,-5.1
O=C(CSc1nc2[nH]ncc2c(=O)[nH]1)N1CCCCC1,2.1,6.2,0.5,100.4,102.4,-3.0,12.0,2.2,0.0
O=C(CNCc1ccccn1)N1CCc2ccccc2C1,4.8,-2.4,1.5,99.1,100.0,2.5,1.0,-4.8,-2.8
CCOC(=O)C1=C(C)NC(C)=C(C(=O)OCC)C1c1ccc(OC)cc1,4.4,6.4,5.0,93.3,95.0,13.2,1.0,16.7,-1.0
O=C(Nc1cccc(F)c1)C1CCN(C(=O)N2CCOc3ccccc32)CC1,-1.4,-1.4,1.6,106.7,103.6,2.5,1.0,5.4,-0.4
CN(c1ccccc1)S(=O)(=O)c1cccc(C(=O)NCc2ccccc2CN2CCCC2)c1,-11.6,0.9,.,93.8,91.7,-0.4,0.0,1.7,.
CC1CCN(C(=O)CSc2ccc(-c3ccc(F)cc3)nn2)CC1,5.1,9.6,-0.3,98.8,95.6,2.6,0.0,4.3,.
CC(=O)C1=C(O)C(=O)N(c2nccs2)C1c1ccc(F)cc1 (centres undefined),4.3,6.7,1.0,115.5,100.2,5.3,0.0,3.9,-1.4
Cc1cccc(-n2c(CCn3nc(C)c([N+](=O)[O-])c3C)n[nH]c2=S)c1,0.5,3.9,4.3,111.9,75.9,-4.9,0.0,-3.8,-0.9
CN(CC(=O)NCCCN1CCOCC1)S(=O)(=O)c1cc(Cl)ccc1Cl,.,2.7,.,92.1,82.3,.,0.0,.,-0.2
COC(=O)[C@]1(Cc2ccccc2)N[C@H](CN(C)C(C)=O)[C@@H]2C(=O)N(C)C(=O)[C@@H]21,5.5,22.2,.,96.6,106.8,.,0.0,.,.
Nc1cc2c(cc1[N+](=O)[O-])OCCOCCOCCO2,-9.2,9.3,-0.8,113.1,105.8,6.8,1.0,5.2,1.7
CC(C)(O)C#Cc1ccc(C(=O)NCc2cccs2)s1,7.4,5.4,-3.2,97.2,112.8,8.3,1.0,-1.5,-2.8
COc1ccc(NC(=O)CSc2nnc(C)n2Cc2ccccc2)cc1,3.0,-4.0,-2.2,97.2,102.5,10.8,2.0,2.4,-1.4
CC(C)(C)CC(=O)NC(=S)N1CCCCCC1,2.5,8.9,1.9,102.6,103.3,3.2,0.0,9.4,-0.2
O=C(c1cc2nc(-c3ccco3)cc(C(F)(F)F)n2n1)N1CCCCCC1,5.6,0.0,2.4,99.6,96.7,3.9,3.0,7.0,-1.8
CCC(c1c(C)n(C)n(-c2ccccc2)c1=O)c1c(C)n(C)n(-c2ccccc2)c1=O,0.5,-1.9,6.5,95.5,93.9,-1.9,0.0,0.6,1.0
Cc1cc(C(F)(F)F)nn1CC(=O)NNC(=S)Nc1cccc(Cl)c1,-7.0,1.7,1.8,100.7,101.0,2.0,0.0,7.6,-0.4
COc1ccc(OC)c(NC(=O)CCNC(=O)Cn2ccc3ccccc3c2=O)c1,-2.1,-24.9,0.6,120.0,110.7,0.6,2.0,-5.1,0.0
O=C1C2=C(Nc3ccccc3SC2c2ccco2)c2ccccc21 (centres undefined),6.9,14.6,31.4*,?,14.4[may fluoresce violet],10.5,0.0,17.8,-0.9
O=C1Nc2ccccc2S/C1=C/Nc1cccc(Cl)c1,0.8,-13.5,0.7,103.0,103.9,6.2,0.0,13.3,1.6
COc1ccc(C(=O)CN2C(=O)NC3(CCCCC3)C2=O)cc1OC,-6.5,14.5,-4.7,113.3,101.5,4.4,0.0,-1.0,-1.4
Cn1c(C(=O)c2ccncc2)cc2ccccc21,4.0,6.3,2.6,97.8,89.1,1.3,4.0,-4.2,4.3
COCCNC(=O)CN1C(=O)NC2(CCCc3ccccc32)C1=O (centres undefined),1.3,4.5,0.6,104.8,104.7,-6.1,4.0,-3.8,-1.1
Nc1ccccc1C(=O)NNc1c2ccccc2nc2ccccc12,-7.8,8.3,5.5,83.7,74.3,12.8,3.0,12.9,-0.9
O=C(Nc1nccs1)c1cccc(N2C(=O)c3cccc4c([N+](=O)[O-])ccc(c34)C2=O)c1,69.3*,-2.2,10.4,84.8,86.5,42.9*,0.0,46.6*,-4.2
Cc1cc2oc(=O)cc(Cn3nnc(-c4ccc(Cl)cc4)n3)c2cc1C(C)C,1.4,3.7,-6.0,97.6,104.1,1.0,1.0,-3.9,0.0
O=C(O)c1ccc(N/N=C/C=C/c2ccccc2)cc1,1.5,-5.4,-0.4,77.6,57.4,1.6,1.0,-3.0,0.6
CC12CCC(=O)N1C(C(=O)N1CCN(c3ccc(C(F)(F)F)cc3[N+](=O)[O-])CC1)CS2 (centres undefined),0.1,-0.1,3.8,93.6,94.5,-5.8,0.0,-1.4,-1.6
OCC[C@H]1C[C@H](O)[C@@H](O)[C@]2(CCc3ccccc3O2)O1,-0.1,-21.0,-2.2,89.4,77.2,-1.4,0.0,10.3,.
CC(=O)/C(=C\N(C)C)Sc1ccc(C)cc1,0.6,1.6,-1.4,.,.,-3.7,0.0,3.2,1.2
COc1cccc(CN2CCNC(=O)C2CC(=O)NC2CCCCCCC2)c1 (centres undefined),5.8,-1.0,-2.6,89.2,94.2,16.2,9.0,15.3,-2.0
O=C(NCc1ccccc1)c1cc[n+]([O-])cc1,-1.5,1.1,3.2,103.7,99.0,3.6,1.0,-6.2,-1.1
COCCNc1ncnc2c1cnn2Cc1ccc(Cl)cc1,-3.1,-2.9,2.4,87.0,90.1,3.7,0.0,-4.6,0.3
COCCCn1c(=O)c2ccccc2n(CC(=O)NC2CCCCC2)c1=O,10.2,0.7,-0.6,105.0,108.3,3.4,0.0,-1.5,2.3
O=C(CSc1ncccn1)NCc1cccs1,-5.0,2.2,1.7,97.7,106.8,-2.6,4.0,0.0,-2.2
COc1ccc(C2Nc3ccccc3C(=O)N2NS(C)(=O)=O)c(OC)c1 (centres undefined),-1.5,-5.4,0.6,104.8,98.5,5.3,1.0,-0.9,0.3
O=C(COc1ccc(Cl)cc1[N+](=O)[O-])NC1CCCCC1,-3.5,7.0,-3.1,73.4,88.6,-9.1,0.0,-11.4,0.1
COC(=O)C1CCN(C(=O)/C(C)=C\c2ccccc2)CC1,-6.4,-6.0,-3.5,98.3,107.0,-3.1,0.0,3.9,-4.8
O=C(CCSc1ccccc1)NC1CCCCCC1,-2.1,4.8,4.6,.,90.0,4.2,0.0,1.9,-3.6
OCc1ccnc(Cl)c1,-4.3,-7.5,3.1,109.9,104.4,-0.8,2.0,-0.6,-0.7
Clc1ccc(OCCn2c(-c3ccco3)nc3ccccc32)cc1,-2.4,1.7,-0.8,93.9,98.9,3.5,0.0,0.9,6.1
Cc1cc(C)cc(N(CCC#N)C(=O)CSc2n[nH]c(N)n2)c1,6.1,3.3,5.4,?,25.0[may fluoresce violet],-1.4,1.0,-0.6,-0.6
CCOc1ccccc1-n1c(SCC(=O)NC)nnc1-c1ccco1,9.6,5.9,1.3,90.3,98.3,-1.7,0.0,-6.4,3.9
CCOC(=O)N1CCN(C(=O)C2COc3ccccc3O2)CC1 (centres undefined),2.8,11.9,0.3,.,94.0,6.2,2.0,5.9,-0.9
O=C(CCCN1C(=O)/C(=C/c2ccccc2)SC1=S)Nc1ccc(O)cc1,0.8,-11.6,6.1,92.9,98.4,0.4,0.0,2.4,-1.2
Cc1ccc(-n2c3c(cc(C(=O)NCc4ccco4)c2=O)C(=O)CC(C)(C)C3)cc1,-4.4,3.4,3.4,100.4,102.2,-2.0,3.0,0.5,0.9
CCc1ccc(OCC(=O)Nc2ccc3c(c2)COC3=O)cc1,5.7,2.0,3.6,95.9,100.7,-14.0,3.0,-5.5,0.1
Cc1ccc(CNC(=O)CSc2nc(=O)n3cccc(C)c3n2)cc1,-2.5,-0.3,2.8,104.0,105.8,5.4,1.0,-4.7,0.4
COc1cc2c(cc1C1NC(=S)NC(C)=C1C(=O)N(C)C)CCCC2 (centres undefined),-5.0,10.8,-1.5,95.1,97.9,-0.5,1.0,0.1,0.5
# Additional entries:
SMILES,GLD-1 TGE inh,VLA-4 inh,Fam108B inh,CIT2-GFP yeast,AGP1 TOR yeast,Bcl-xL primary,GRK2 inh,MCL1 BIM primary,MEX-5 binding
Oc1ccc(N=C/C=C/c2cccc(Br)c2)cc1-c1nc2ccccc2s1,21.8,-12.7,-0.5,105.3,97.7,35.5*,85.0*,49.9*,1.5
C=CCC1NS(=O)(=O)OCC1NC(=O)OCC(Cl)(Cl)Cl (centres undefined),-1.0,-8.3,0.7,87.5,84.6,0.1,3.0,-6.3,0.6
Cn1cccc1C(C(=O)NC1CCCCC1)N(C(=O)Cc1cccs1)c1ccc2c(c1)OCO2 (centres undefined),17.9,4.5,-1.3,104.6,106.4,2.6,0.0,-3.0,1.4
CC(C(=O)Nc1ccccc1F)N1CCN(C)CC1 (centres undefined),15.5,-0.2,-0.5,108.0,108.9,-0.1,5.0,-2.7,-3.4
CC1(C)CC2CC(C)(CN2C(=O)COc2cccc3ccccc23)C1 (centres undefined),4.3,-4.4,0.2,90.1,.,8.2,0.0,5.2,1.5
